# Assay outcomes (PubChem)
# aGal spleen mod: alpha-galactosidase A (human) modulation; human spleen homogenate, 4MU-alpha-Gal fluorescence, 40 min; Potency, µM (highest dose often 80 µM), inactives show at the top dose activity change, negative = inhibition, actives largely listed as inhibitors; 240,000 tested, 0.008% active; AID 2107;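 further: potency means the concentration at half of the fitted maximal effect; 0% = enzyme with vehicle and -100% = no enzyme basal signal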
# Target sequence (P06280 32-429 limits assumed): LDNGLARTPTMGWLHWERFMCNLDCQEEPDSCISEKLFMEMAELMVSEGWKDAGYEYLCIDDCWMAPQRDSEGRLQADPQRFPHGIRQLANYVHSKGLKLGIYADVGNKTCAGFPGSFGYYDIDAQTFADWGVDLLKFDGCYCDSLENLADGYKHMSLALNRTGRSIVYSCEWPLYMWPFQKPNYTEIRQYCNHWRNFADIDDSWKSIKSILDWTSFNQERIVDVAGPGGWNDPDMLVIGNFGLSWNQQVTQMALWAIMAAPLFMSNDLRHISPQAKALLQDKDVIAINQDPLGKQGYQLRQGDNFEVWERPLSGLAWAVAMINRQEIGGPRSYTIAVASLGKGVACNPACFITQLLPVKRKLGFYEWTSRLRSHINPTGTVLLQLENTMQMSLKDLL
#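 Spleen homogenate 1 ug + cpd (titration) + 4-MU-alpha-D-galactopyranoside 1 mM; 37C 40 min; 50 mM citrate/phosphate pH 5.0, 0.01% Tween-20; stop pH 10; fluorescence 365/440; AC50 via Hill.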
# NPSR antagonist: neuropeptide S receptor (human) antagonism, cAMP; AID 1461; Potency, µM (highest dose often 38.3 µM), for the others: at the top dose activity change, negative = inhibition, usual class: inhibitors; Q6W5P4; 220,000 tested, 1% active; CHO-NPSR cells, cAMP TR-FRET, antagonist mode; further: potency means the concentration at half of the fitted maximal effect; on the % scale 0 is the no-effect control and ±100 the full control effect; nearly all actives have a fitted effect of over 50% in size; many of its hits are not listed in these tables
# Epigenetic reg: derepresses silenced GFP reporter in murine cells; murine LDR cells, GFP reporter derepression, 30 h; Potency, µM (doses to about 53.9 µM), for the others: top-dose GFP activation, hits mostly activators; 280,000 tested, 0.2% active; further: potency means the concentration at half of the fitted maximal effect; % of control where 0% means no effect; nearly all actives have a fitted effect of over 60% in size
#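 Derepression of a silenced CMV-GFP reporter in murine LDR cells is scored by enumerating GFP-positive cells with a laser-scanning microplate cytometer after 30 hours of treatment at 37 C.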
# CBFb-RUNX1 inh: inhibitors of human CBF-beta and RUNX1 interaction; AlphaScreen CBFb-His/RUNX1-biotin binding, biochemical; Potency, µM (top dose mostly 59.8 µM), without a hit: at the top dose activity, negative = inhibition, most hits filed as inhibitors; 230,000 tested, under 10 active; AID 1477; further: % of control where 0% means no effect
# Target sequence (Q01196 whole entry, looked up): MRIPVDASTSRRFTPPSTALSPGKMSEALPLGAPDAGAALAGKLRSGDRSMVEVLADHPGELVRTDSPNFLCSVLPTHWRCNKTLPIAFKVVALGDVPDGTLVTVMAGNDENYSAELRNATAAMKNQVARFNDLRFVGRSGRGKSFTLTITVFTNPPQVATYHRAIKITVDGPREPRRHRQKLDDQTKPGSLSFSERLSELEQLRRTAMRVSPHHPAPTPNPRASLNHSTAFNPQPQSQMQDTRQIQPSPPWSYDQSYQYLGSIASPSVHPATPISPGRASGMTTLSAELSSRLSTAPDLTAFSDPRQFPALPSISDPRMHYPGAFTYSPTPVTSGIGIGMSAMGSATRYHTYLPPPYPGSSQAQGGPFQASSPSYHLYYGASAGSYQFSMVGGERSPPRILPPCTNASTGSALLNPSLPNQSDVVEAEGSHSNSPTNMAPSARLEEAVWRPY
# Target sequence (Q13951 whole entry, looked up): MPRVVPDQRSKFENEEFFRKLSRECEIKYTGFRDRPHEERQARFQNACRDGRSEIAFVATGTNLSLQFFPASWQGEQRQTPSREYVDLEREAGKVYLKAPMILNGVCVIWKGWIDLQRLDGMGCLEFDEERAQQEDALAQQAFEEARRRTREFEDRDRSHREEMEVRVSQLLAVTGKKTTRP
#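 Inhibition was taken as any reduction in AlphaScreen signal from the CBF-beta–RUNX1 pair (His and biotin tags, 30 nM each), measured after compound (15 min) and bead (90 min) incubations at room temperature.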
# IMPase Li cell: cell-permeable IMPase inhibitors with lithium potentiation | CHO-M1 cells, IP1 TR-FRET (IP-One), carbachol + lithium | Potency, µM (series often up to 59.4 µM), inactives show at the top dose activity, negative = IMPase inhibition, actives largely listed as inhibitors | 210,000 tested, 0.35% active;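 further: IP1 builds up when IMPase is blocked and the TR-FRET signal falls; potency means the concentration at half of the fitted maximal effect; plate controls were basal vehicle for no effect and high inhibitor control for full effect; nearly all actives have a fitted effect of over 50% in size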
#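 Steps: plate 2000 CHO-M1 cells per well and culture 16–30 h; add compound and lithium; incubate 30 min, 37C; add d2-IP1 tracer and Eu cryptate anti-IP1 antibody in lysis buffer; read after 10 min at room temperature.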
# Lamin A splicing: LMNA splicing modulation | HeLa LMNA splicing GFP/RFP minigene ratio, 48 h | Potency, µM (titrated, usually from 46.1 µM), inactives show at the top dose ratio change, negative = inhibition, most hits filed as inhibitors | 200,000 tested, 0.01% active; active means well fitted inhibition curve with a large enough effect in the signal ratio, with a control signal flat, not every such curve was filed as active; inconclusive means small, poorly fitted or top-dose-only effect, or effect the other way, or a change in a side signal; the % refers to the signal ratio; further: potency means the concentration at half of the fitted maximal effect; on the % scale 0 is the no-effect control and ±100 the full control effect
#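 Read-out is the ratio of GFP to DsRed2 object intensity, acquired by 488 nm laser-scanning cytometry on HeLa lamin A-EGFP minigene reporter cells. Compound incubation 48 hrs at 37 °C in Opti-MEM with 2% FBS; DMSO 0.5% final.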
# KinaseGlo FLuc: Kinase-Glo luciferase inhibition (counter-screen) | Potency, µM (titrated, usually from 38.3 µM), without a hit: at the highest dose activity change, negative = inhibition, actives largely listed as inhibitors | Q27757 | 200,000 tested, 0.28% active | AID 1379 | Kinase-Glo luciferase, ATP luminescence, 8 min; further: potency means the concentration at half of the fitted maximal effect; on the % scale 0 is the no-effect control and ±100 the full control effect; nearly all actives have a fitted effect of over 60% in size
#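 Substrate mix (final 50 mM imidazole pH 7.2, 50 mM KCl, 7 mM MgCl2, 10 uM ATP, 0.01% Tween 20, 0.05% BSA) plus pin-tool compound, then Kinase-Glo detection mix; 8 min ambient, luminescence read.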
# * marks the source's active call; other numbers are inactive results; ? = inconclusive; . = no result given; [ ] = another dose, or the depositor's remark. Unless noted, the call rests on the fitted dose curve; in most records, active means well fitted curve in the direction sought with a large enough effect; inconclusive means small, poorly fitted or top-dose-only effect, or another doubt; inactive means no such curve, though single readings can be large; an effect the other way counts as inactive or inconclusive.
SMILES,aGal spleen mod,NPSR antagonist,Epigenetic reg,CBFb-RUNX1 inh,IMPase Li cell,Lamin A splicing,KinaseGlo FLuc
CC(Oc1ccc(F)cc1)C(O)CCN(C)C (centres undefined),2.8%,10.6%,0.0%,-5.7%,3.3%,10.8%[46 µM],6.2%
O=c1[nH]c(=S)[nH]c2sccc12,-2.1%,-3.5%,-1.5%,16.6%,-16.3%,1.4%[46 µM],3.5%
CCc1nnc(NC(=O)[C@@H](NC(=O)c2cccc(S(=O)(=O)N(CC)CC)c2)C(C)C)s1,26.4%,?,-7.8%,-3.1%,55.6%[38.3 µM],-2.1%,1.2%
Cc1cc(=O)oc(C)c1C(=O)Nc1cnc2ccccc2c1,-10.9%,6.2%[46.1 µM],-5.3%,16.6%,.,-0.8%,.
N#CC1=C(N)SC(N)=C(C#N)C1c1ccc(C(F)(F)F)cc1,0.5%,-5.0%[46.1 µM],-3.2%,19.6%,?,-7.7%,0.2%
CCC(C)(C)n1nnnc1C(c1ccncc1)N1CCC(C)CC1 (centres undefined),-8.5%,-1.2%,-1.0%,2.2%,9.7%,-2.3%,2.0%
CCNC(=S)N1CCN(CC(=O)Nc2ccc(Br)cc2)CC1,-2.1%,12.0%,-2.9%,-4.3%,-6.7%,-14.1%,5.6%
O=S(=O)(c1ccc(Cl)s1)N1CCC(Cc2ccccc2)CC1,1.3%,12.5%[46.1 µM],1.8%,14.4%,30.0%[38.3 µM],?,0.2%
CCCCc1nnc2c(N(C)S(=O)(=O)c3ccc(C)cc3)nc3ccccc3n12,-1.5%,?,-1.6%,11.0%,.,.,.
CCN(CC)S(=O)(=O)c1ccc(C)c(NC(=O)CNCCN(C(C)C)C(C)C)c1,-2.3%,8.9%,6.8%,-3.5%,2.1%,.,-0.5%
COc1ccccc1CN1C(=O)C2CC=CCC2C1=O (centres undefined),9.7%,0.1%[46.1 µM],-1.2%,-4.8%,6.6%[38.3 µM],20.1%,-3.6%
COc1ccc(C(=O)c2ccc(Cl)c([N+](=O)[O-])c2)cc1,6.9%,13.9%,0.0%,7.3%,8.9%,?,3.0%
Cc1ccc(CCNC(=O)C2CCCN(C(=O)c3cc4sccc4n3C)C2)cc1 (centres undefined),-4.3%,-7.5%[46.1 µM],0.9%,0.4%,27.3%[38.3 µM],?,-1.9%
Clc1ccc(-c2nnc3n2CCCCC3)cc1,5.2%,-3.1%[46.1 µM],4.5%,1.2%,-8.8%[38.3 µM],8.0%,-3.0%
CC(C)N1CCC(N2CCN(Cc3ccc4nonc4c3)CC2CCO)CC1 (centres undefined),15.8%,13.0%,0.0%,-5.1%,.,.,.
CCCc1nc2n[nH]c(N)c2c2c1CCCC2,-7.8%,5.1%[46.1 µM],-7.2%,-5.8%,.,-1.9%,.
CCCCOc1ccc(C(=S)N2CCC(C(N)=O)CC2)cc1,2.7%,-4.0%,-0.3%,-4.5%,14.1%,3.5%[46 µM],-1.0%
Cc1c(NC(=O)/C(=C\c2ccccc2)NC(=O)c2ccccc2)c(=O)n(-c2ccccc2)n1C,-2.1%,-6.0%[46.1 µM],1.0%,3.1%,-2.4%[38.3 µM],12.6%,-1.1%
NC(=O)Nc1ccc(Oc2c(F)c(F)c(F)c(F)c2F)cc1,-7.1%,-3.0%[46.1 µM],0.5%,4.5%,-6.3%[38.3 µM],24.3%,10.3%
Nc1ncnc(Oc2cccc(C(F)(F)F)c2)c1[N+](=O)[O-],-10.5%,-0.1%,-1.1%,18.6%,-7.2%,.,0.4%
Cc1ccc(CO)cc1,3.0%,.,.,10.7%[21.7 µM],-1.0%,.,.
CSc1nc(N)nc(SCCS(=O)(=O)c2ccc(Cl)cc2)c1C#N,-8.2%,?,0.0%,6.0%,13.5%,?,0.4%
CCCc1nnc(NC(=O)CN2CCOCC2)s1,0.2%,-2.6%[46.1 µM],-2.3%,4.9%,11.2%[38.3 µM],11.0%,7.2%
O=c1c2ccccc2nc2sc3ccccc3n12,2.3%,-2.9%,-1.0%,0.1%,4.8%,?,-6.7%
CCOC(=O)c1c(NC(=O)c2cccs2)sc2c1CCC2,-4.4%,?,6.7%,8.0%,?,-0.4%,-0.2%

# Two entries from above, as labelled records:
canonical_smiles: O=S(=O)(c1ccc(Cl)s1)N1CCC(Cc2ccccc2)CC1
  aGal spleen mod: 1.3%	NPSR antagonist: 12.5%[46.1 µM]	Epigenetic reg: 1.8%	CBFb-RUNX1 inh: 14.4%	IMPase Li cell: 30.0%[38.3 µM]	Lamin A splicing: ?	KinaseGlo FLuc: 0.2%
canonical_smiles: CCCCc1nnc2c(N(C)S(=O)(=O)c3ccc(C)cc3)nc3ccccc3n12
  aGal spleen mod: -1.5%	NPSR antagonist: ?	Epigenetic reg: -1.6%	CBFb-RUNX1 inh: 11.0%	IMPase Li cell: .	Lamin A splicing: .	KinaseGlo FLuc: .

# Back to the main list with the 2 entries that preceded the break.
SMILES,aGal spleen mod,NPSR antagonist,Epigenetic reg,CBFb-RUNX1 inh,IMPase Li cell,Lamin A splicing,KinaseGlo FLuc
O=c1c2ccccc2nc2sc3ccccc3n12,2.3%,-2.9%,-1.0%,0.1%,4.8%,?,-6.7%
CCOC(=O)c1c(NC(=O)c2cccs2)sc2c1CCC2,-4.4%,?,6.7%,8.0%,?,-0.4%,-0.2%
COc1ccc(-n2cnnc2SCC(=O)NC2CCCc3ccccc32)cc1 (centres undefined),-5.3%,9.7%,1.0%,14.9%,-0.6%,-14.3%,-2.3%
CCOc1ccccc1C(=O)Nc1nnc(C(C)C)s1,4.7%,-1.1%[46.1 µM],-3.0%,0.0%,11.7%[38.3 µM],-7.7%,-0.5%
COc1ccc(C(=O)N2CCC(=O)N(C(CO)Cc3ccccc3)CC2)cc1 (centres undefined),-0.6%,5.3%,2.6%,-1.2%[2.36 µM],-5.1%,2.1%,-2.1%
O=C(Cc1ccccc1)NC1(O)C(=O)c2ccccc2C1=O,-4.1%,5.3%,1.9%,3.1%,.,.,.
CCC(CC)C(=O)OCC(=O)Nc1cc(OC)c([N+](=O)[O-])cc1C,5.0%,-9.6%,-3.0%,-4.9%,5.4%,?,-0.1%
Cc1cc(C(=O)COC(=O)c2ccc3c(c2)NC(=O)CS3)c(C)n1CCc1ccc(Cl)cc1,8.5%,-5.0%,-1.9%[10.1 µM],0.9%,-1.3%,.,-9.9%
CC(NC(=O)c1cc2ccccc2o1)c1cccs1 (centres undefined),3.6%,0.5%[46.1 µM],-3.0%,6.0%,-2.4%[38.3 µM],-5.2%,-4.6%
O=C(NCc1nc2ccccc2[nH]1)c1ccco1,9.9%,-0.5%[46.1 µM],-1.1%,0.8%,-8.8%[38.3 µM],6.8%,0.9%
Cc1ccc(C(C(=O)NC2CCCC2)N(Cc2ccc(F)cc2)C(=O)c2csnn2)o1 (centres undefined),5.3%,?,1.6%,-8.7%,5.0%[38.3 µM],?,-7.5%
CCOC(=O)c1c(C)nc2c(c1C)/C(=N/O)CC(C)(C)C2,-4.2%,-9.2%[46.1 µM],-4.0%,-1.7%,-5.5%[38.3 µM],?,9.7%
Cc1cccc(CSCCNC(=O)c2ccc(N(C)S(=O)(=O)c3ccccc3)cc2)c1,0.0%,-23.8%[46.1 µM],1.2%,0.1%,16.3%[38.3 µM],7.3%,6.0%
COC(=O)c1ccc(C(C(=O)NCc2ccccc2)N(Cc2ccco2)C(=O)c2cnccn2)cc1 (centres undefined),4.2%,-12.0%[46.1 µM],-1.1%,-5.1%,3.2%[38.3 µM],7.0%,-2.8%
O=c1c(C/C=C/c2ccccc2)c(O)nc2n1CCCS2,-6.8%,-15.8%[46.1 µM],-0.7%,0.8%,-7.5%[38.3 µM],6.6%,11.2%
O=S(=O)(Nc1ccc(N2CCOCC2)cc1)c1ccc(F)cc1,6.2%,-8.1%,-6.0%,-23.6%,9.1%,1.4%[46 µM],1.6%
CCN(Cc1ccccc1)S(=O)(=O)c1cc(C(=O)NCC2CCCCC2)ccc1OC,-2.6%,-42.3%,-1.0%,0.8%,14.0%,?,2.9%
Cc1ccc(C(C2=C(O)CC(C)(C)CC2=O)C2C(=O)CC(C)(C)CC2=O)o1 (centres undefined),5.4%,-14.2%[46.1 µM],-1.0%,1.4%,-2.1%[38.3 µM],5.9%,9.1%
CNC(=O)C1CC(=O)N(Cc2ccccc2)C(=Nc2ccc(OC)cc2)S1 (centres undefined),-8.0%,-4.7%[46.1 µM],0.8%,1.1%,-4.6%[38.3 µM],6.5%,-6.8%
CCn1c(SCC(=O)c2cc(OC)ccc2OC)nnc1C(C)C,-1.6%,-2.8%[46.1 µM],-0.7%,2.7%,30.5%[activator][38.3 µM],3.7%,-4.3%
O=C(c1csnn1)N1CCC2(CC1)CCN(c1ccccn1)CC2,-1.7%,.,.,.,10.0%,.,-3.1%
O=C(Nc1ccc(Br)cc1F)c1cccnc1,-6.0%,9.0%,3.8%,0.1%,3.1%,10.9%,-1.7%
c1ccc(-n2nnnc2OCCOc2nnnn2-c2ccccc2)cc1,0.2%,?,-0.7%,6.9%,0.0%[38.3 µM],10.7%,0.9%
Cc1cc(C)c2nc(SCCc3ccccc3)nc(C)c2c1,-3.4%,-6.5%[46.1 µM],-1.0%,10.6%,27.2%[38.3 µM],-0.7%,2.0%
Cc1c(Cc2ccccc2)c(=O)oc2c(C)c(OCC(=O)Nc3ccc(C#N)cc3)ccc12,0.5%,?,1.7%,2.2%,.,-6.8%,.

# An excerpt from above in order of the CBFb-RUNX1 inh value, ascending:
structure | CBFb-RUNX1 inh
CCCCOc1ccc(C(=S)N2CCC(C(N)=O)CC2)cc1 | -4.5%
CCN(CC)S(=O)(=O)c1ccc(C)c(NC(=O)CNCCN(C(C)C)C(C)C)c1 | -3.5%
O=C(Nc1ccc(Br)cc1F)c1cccnc1 | 0.1%
Cc1c(NC(=O)/C(=C\c2ccccc2)NC(=O)c2ccccc2)c(=O)n(-c2ccccc2)n1C | 3.1%
NC(=O)Nc1ccc(Oc2c(F)c(F)c(F)c(F)c2F)cc1 | 4.5%
O=S(=O)(c1ccc(Cl)s1)N1CCC(Cc2ccccc2)CC1 | 14.4%
Nc1ncnc(Oc2cccc(C(F)(F)F)c2)c1[N+](=O)[O-] | 18.6%

# These rows are one share of the data; rates above refer to the full screens.
